Source: PubChem BioAssay (several laboratories)
MrgX1 agonist – human MrgX1 receptor agonism, primary screen. B-score at 10 µM. AID 588627. hit rate 0.44% among 310,000. MrgX1-HEK293 cells, Fluo-4 calcium fluorescence, agonist mode; active compounds read high. Q96LB2;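 active means calcium response B-score plate-corrected fluorescence ratio at least 3 library SD, with starting fluorescence B-score inside 5 SD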
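Assay system: MrgX1-expressing HEK293 cells / Amount: fifteen thousand cells per well / Doses: test compound in the initial addition of three / Timing: cells plated overnight, dye loaded 0.5 h 37 °C, 0.5 h room temperature / Technique: kinetic calcium dye fluorescence, Fluo-4 NW / Control set: positive and negative controls per plate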
SKKanGAS inh – inhibitors of SKKanGAS S. pyogenes growth in kanamycin (SK-promoter or general growth effect); BacTiter-Glo, 6 h; inhibition, % at 7.5 µM; hit rate 1.3% among 300,000; AID 1662;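 active means mean replicate score, as percent of positive control median, at least 50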;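 further: strain carries kanamycin resistance gene driven by streptokinase promoter and grows in 40 µg/ml kanamycin; loss of luminescence reflects streptokinase promoter inhibition or plain growth inhibition; 0% = median of DMSO wells and 100% = positive control at its reference dose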
TRPC4 block – blocks the mouse TRPC4 cation channel; Q9QUQ5; HEK293 TRPC4beta/mu-opioid, DAMGO-evoked Fluo4 calcium flux; active compounds read low; B-score at 10 µM; hit rate 0.39% among 300,000;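 active means B-score over 3 SD under the library average, no early fluorescence shift, positive overall ratio signal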
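Signal: kinetic Fluo4 fluorescence imaging of calcium influx. Material: stable TRPC4beta/mu-opioid receptor HEK293 cells. Probe or stimulus: DAMGO in two steps, submaximal then maximal.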
ANO1 block – inhibitors of mouse TMEM16A calcium-activated chloride channel; HEK293 TMEM16A/YFP iodide influx fluorescence, ionomycin; normalized B-score (activity score, 25-100; higher = stronger inhibition) at 10 µM; hit rate 1.2% among 310,000; AID 588511;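 active means ratio plate-corrected score three or more library SD toward inhibition, starting fluorescence score within five deviations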;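 further: score derived from kinetic fluorescence span divided by baseline fluorescence per well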
TMEM16A act – mouse TMEM16A channel activation, primary screen | hit rate 0.3% among 340,000 | AID 623877 | Q8BHY3 | HEK293 TMEM16A/YFP-H148Q/I152L, iodide quench fluorescence; active compounds read low | B-score at 10 µM;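 active means fluorescence-ratio B-score plate-corrected deviation score at least 3 library SD below zero, with starting fluorescence score within 5 deviations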;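 further: channel opened by trigger with iodide after compound preincubation; score built on the fluorescence ratio of max minus min over baseline; more negative score means more quench and so TMEM16A activation or potentiation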
TRPC6 act – activates the mouse TRPC6 cation channel; hit rate 0.13% among 310,000; B-score at 10 µM; AID 2550; Q61143; HEK293-TRPC6 membrane potential dye fluorescence; active compounds read high;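 active means B-score of the integrated fluorescence ratio above library mean plus 3 SD, and starting fluorescence ratio within library mean plus 5 SD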;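 further: higher score means more depolarization so channel activation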
Target sequence (Q61143 whole entry, looked up): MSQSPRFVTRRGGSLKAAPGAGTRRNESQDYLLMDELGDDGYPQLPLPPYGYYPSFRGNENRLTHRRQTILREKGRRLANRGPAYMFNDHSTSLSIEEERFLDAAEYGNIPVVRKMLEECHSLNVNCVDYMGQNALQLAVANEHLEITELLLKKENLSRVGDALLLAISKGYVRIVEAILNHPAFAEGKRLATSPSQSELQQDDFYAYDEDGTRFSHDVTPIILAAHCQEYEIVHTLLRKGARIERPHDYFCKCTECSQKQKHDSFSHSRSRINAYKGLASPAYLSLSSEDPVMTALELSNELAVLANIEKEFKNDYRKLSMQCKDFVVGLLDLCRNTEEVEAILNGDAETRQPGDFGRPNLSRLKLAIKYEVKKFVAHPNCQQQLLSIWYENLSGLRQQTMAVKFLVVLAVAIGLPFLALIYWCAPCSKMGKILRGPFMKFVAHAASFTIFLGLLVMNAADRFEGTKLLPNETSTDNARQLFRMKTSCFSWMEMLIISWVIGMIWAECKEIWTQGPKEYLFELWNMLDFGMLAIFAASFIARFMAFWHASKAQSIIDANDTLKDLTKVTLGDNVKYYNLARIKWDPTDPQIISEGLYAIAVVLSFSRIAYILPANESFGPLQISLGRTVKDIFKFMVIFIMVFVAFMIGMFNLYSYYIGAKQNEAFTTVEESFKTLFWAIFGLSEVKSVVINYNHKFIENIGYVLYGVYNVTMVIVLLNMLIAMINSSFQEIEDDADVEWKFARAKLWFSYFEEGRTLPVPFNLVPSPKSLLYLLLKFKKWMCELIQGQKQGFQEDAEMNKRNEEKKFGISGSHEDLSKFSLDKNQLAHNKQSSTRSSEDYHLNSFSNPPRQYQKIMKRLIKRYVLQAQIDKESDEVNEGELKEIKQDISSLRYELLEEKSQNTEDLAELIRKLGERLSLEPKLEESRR
MrgX1 PAM – allosterically activates human MrgX1 receptor signaling. Q96LB2. MrgX1-HEK293, Fluo-4 calcium flux, FDSS; active compounds read high. B-score at 10 µM. hit rate 0.63% among 310,000;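 active means plate-corrected calcium response at least 3 library SD above typical, normal starting fluorescence, not activating the receptor alone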;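 further: compound read alongside a low EC10 to EC30 dose of BAM8-22 agonist; peak minus trough fluorescence over baseline measured at the second addition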
TRPC6 inhibitor – inhibitors of mouse TRPC6 channel; HEK293-TRPC6, membrane potential dye, ACh-evoked depolarization; active compounds read low; B-score at 10 µM; hit rate 1.1% among 310,000;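 active means B-score under library mean minus 3 SD, initial fluorescence not abnormally high, positive integrated signal ratio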;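 further: B-score derived from integrated fluorescence ratio over the kinetic read; more negative B-score means stronger inhibition of depolarization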
TRPC4 agonist – TRPC4 (mouse) channel activation; hit rate 0.49% among 310,000; Q9QUQ5; B-score at 10 µM; HEK293 TRPC4beta/mu-opioid, Fluo4 calcium fluorescence; active compounds read high;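 active means B-score above 5 SD of library B-scores, and initial fluorescence ratio not above library mean plus 5 SD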;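 further: positive B-score marks a calcium rise read as TRPC4 activation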
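Assay system: HEK293 stable line with TRPC4beta plus mu-opioid receptor. Times: dye 45 min RT, read 110 s. Measured by: kinetic Fluo4 calcium fluorescence. Measure: B score of integrated ratio. Controls: assay buffer as low control, maximal DAMGO as high control.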
MrgX1 antagonist – antagonists of human MrgX1 receptor; Q96LB2; MRGX1-HEK293 calcium flux, Fluo-4, BAM8-22 antagonism; active compounds read low; B-score at 10 µM; hit rate 1.3% among 310,000; AID 588676;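 active means calcium-response B-score plate-corrected more than 3 library SD below zero, starting fluorescence within 5 deviations, no agonist response on first addition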;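 further: peak minus trough fluorescence over baseline after final BAM8-22 challenge near maximal dose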
TRPC4 potent – allosterically enhances the mouse TRPC4 cation channel | B-score at 10 µM | AID 2227 | hit rate 0.42% among 310,000 | HEK293 TRPC4beta/mu-opioid, DAMGO EC20, Fluo-4 Ca2+ flux; active compounds read high | Q9QUQ5;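 active means B-score of calcium response area above 5 SD of library B-scores, with initial fluorescence ratio within 5 SD of library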;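 further: B-score of integrated fluorescence ratio over time as area under calcium response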
Active calls of the source: *; i = inactive; x = no result given.

Results follow in this order: MrgX1 agonist, SKKanGAS inh, TRPC4 block, ANO1 block, TMEM16A act, TRPC6 act, MrgX1 PAM, TRPC6 inhibitor, TRPC4 agonist, MrgX1 antagonist, TRPC4 potent
CC(C)c1ccc(NC2CCCN(C(=O)CN3CCCC3=O)C2)cc1 (configuration not stated)
→ i, -4.9, i, i, i, i, i, i, i, i, i
CCOc1ccccc1CNC(=O)C1CCN(C(=O)c2sccc2-n2cccc2)CC1
→ i, -18.6, i, i, i, i, i, i, i, i, i
Cc1ccccc1-n1ncc(C(C)NC(=O)c2ccccc2)c1C (configuration not stated)
→ i, 0.5, i, i, i, i, i, i, i, i, i
CCOc1ccccc1Nc1nnc(Cc2ccccc2Cl)c(=O)[nH]1
→ i, 17.0, i, i, i, i, i, i, i, i, i
Cc1sc2ncnc(SCC(=O)NC3CCCC3)c2c1C
→ i, -1.2, i, i, i, i, i, i, i, i, i
Cc1cnc(NC(=O)Nc2ccc(OCc3ccccc3)cc2)c(Br)c1
→ i, -2.9, i, i, i, i, i, i, i, i, i
CCOC(=O)CSc1nc2sc(C)c(C)c2c(=O)n1C
→ i, -7.6, i, i, i, i, i, i, i, i, i
Cc1cccc(C)c1OCC(O)CN1CCCCC1 (configuration not stated)
→ i, 2.2, i, i, i, i, i, i, i, i, i
Cn1ncc2nc[nH]c(=O)c21
→ i, -10.2, i, i, i, i, i, i, i, i, i
CC1CCc2c(sc(NC(=O)CSc3nnc(-c4ccccc4)o3)c2C#N)C1 (configuration not stated)
→ i, 8.6, i, i, i, i, i, i, i, i, i
CC(C)CN(C(=O)COC(=O)c1ccccc1NCc1ccco1)c1c(N)n(Cc2ccccc2)c(=O)[nH]c1=O
→ i, 33.8, i, i, i, i, i, i, i, i, i
CCOC(=O)Cc1csc(NC(=O)CSc2nnc(-c3ccncc3)o2)n1
→ i, 0.6, i, i, i, i, i, i, i, i, i
Brc1cc2c(cc1Br)OCCOCCOCCO2
→ i, 8.3, i, i, i, i, i, i, i, i, i
Cc1ccc2c(c1)C(c1ccccc1)N(C(=O)c1cc3ccccc3oc1=O)CC(=O)N2 (configuration not stated)
→ i, -0.4, i, i, i, i, i, i, i, i, i
Cc1cc(C)n2nc(SCc3nnc(-c4ccccc4Br)o3)nc2n1
→ i, 6.8, i, i, i, i, i, i, i, i, i
CC(C)c1ccc(/C=C(\NC(=O)c2ccccc2)C(=O)NCCCn2ccnc2)cc1
→ i, -3.0, i, i, i, i, i, i, i, i, i
Cc1ccc(OCC(=O)Nc2ccccc2C(=O)NC2CC2)cc1C
→ i, -2.1, i, i, i, i, i, i, i, i, i
Cc1cc(Cl)c2oc(C(=O)NC(C)c3ccncn3)c(C)c2c1 (configuration not stated)
→ i, -5.5, i, i, i, i, i, i, i, i, i
O=C(Cc1ccccc1)NC(c1ccco1)c1c(O)ccc2ccccc12 (configuration not stated)
→ i, -10.7, i, i, i, i, i, i, i, i, i
COc1cc(/C=N/NC(=O)c2cccnc2)ccc1OC(=O)c1ccco1
→ i, 10.2, i, i, i, i, i, i, i, i, i
Cc1[nH]c(=O)[nH]c(=O)c1CSc1nnc([C@H](CC(C)C)NC(=O)OC(C)(C)C)o1
→ i, -2.1, i, i, i, i, i, i, i, i, i
CCN(C(=O)c1ccc(S(C)(=O)=O)cc1)C12CC3CC(CC(C3)C1)C2
→ i, 4.7, i, i, i, i, i, i, i, i, i
Cc1ccc(-c2ccc(/C=C(\C#N)C(N)=S)n2C)cc1
→ i, -2.9, i, i, i, i, i, i, i, i, i
COc1ccc(C)cc1NC(=O)CSc1nnc(COc2ccc(Cl)cc2)n1Cc1ccco1
→ i, 22.5, i, i, i, i, i, i, i, i, i
COc1ccc(Cn2c(=O)c3[nH]cnc3n(-c3ccccc3C)c2=O)cc1
→ i, 0.4, i, i, i, i, i, i, i, i, i
CS(=O)(=O)c1ccc2nc(NC(=O)c3ccc(Cl)cc3)sc2c1
→ i, 14.2, i, i, i, i, i, i, i, i, i
COc1ccc(N2C(=O)CCC(C(=O)N3CCOCC3)C2c2ccc(F)cc2)cc1 (configuration not stated)
→ i, -3.4, i, i, i, i, i, i, i, -4.76*, i
O=C(CN(CC1CCCO1)S(=O)(=O)c1ccc(S(=O)(=O)NCC2CCCO2)cc1)Nc1ccccc1 (configuration not stated)
→ i, -2.7, i, i, i, i, i, i, i, i, i
Cc1ccc(-c2csc(NC(=O)CSc3nc4ccccc4o3)n2)cc1
→ i, -11.1, i, i, i, i, i, i, i, i, i
CC1(C)CC2=C(CO1)C(=S)NC(c1ccccc1)N2CC1CCCO1 (configuration not stated)
→ i, 5.2, i, i, i, i, i, i, i, i, i
COc1ccc(C(=O)CSc2nnc(-c3cnccn3)n2Cc2ccco2)cc1
→ i, -3.5, i, i, i, i, i, i, i, i, i
CC(=O)Cc1nsc(NC(=O)c2ccc(COc3ccccc3C)o2)n1
→ i, 13.9, i, i, i, i, i, i, i, i, i
CC1CCN(C2CCN(S(=O)(=O)c3ccc(C(F)(F)F)cc3)CC2)CC1
→ i, 0.5, i, i, i, i, i, i, i, i, i
O=C(NC1CCCC1)C(c1ccncc1)N(C(=O)c1ccco1)c1ccc(F)c(Cl)c1 (configuration not stated)
→ i, 1.1, i, i, i, i, i, i, i, i, i
COc1cccc(C(=O)NCCn2ccc3ccccc32)c1
→ i, -5.2, i, i, i, i, 8.85*, i, i, i, i
Nc1nc(SCC(=O)Nc2ccccc2)[nH]c(=O)c1NC(=O)c1cccs1
→ i, -0.7, i, i, i, i, i, i, i, i, i
COc1ccc(NCC(=O)N/N=C/C=C/c2ccccc2[N+](=O)[O-])cc1
→ i, -6.2, i, i, i, i, i, i, i, i, i
Cc1cc(-n2nc(C)cc2C)n2ncc(-c3ccccc3)c2n1
→ i, -0.5, i, i, i, i, i, i, i, i, i
Cc1onc(-c2c(F)cccc2Cl)c1C(N)=S
→ i, 1.7, i, i, i, i, i, i, i, i, i
O=C(Nc1ccc(F)cc1)c1cc(S(=O)(=O)Nc2ccc(F)cc2)cs1
→ i, 38.9, i, i, i, i, i, i, i, i, i
COC(=O)c1ccc(NC(=O)CN(c2ccc3c(c2)OCO3)S(C)(=O)=O)cc1
→ i, 0.4, i, i, i, i, i, i, i, i, i
CCOc1ccc(NC(=O)c2cc(C)nc3ccccc23)cc1
→ i, 3.6, i, i, i, i, i, i, i, i, i
COC(=O)c1cccnc1SCc1ccccc1
→ i, 10.2, i, i, i, i, i, i, i, i, i
Cc1nc(N2CCCCC2)sc1C=O
→ i, 0.3, i, i, x, i, i, i, i, i, i
NS(=O)(=O)c1ccc(CCNCC(=O)N2CCC(Cc3ccccc3)CC2)cc1
→ i, -2.7, i, i, i, i, i, i, i, i, i
O=C(c1ccccc1)c1cc2cc(Cl)ccc2[nH]1
→ i, 3.5, i, i, i, i, i, i, i, i, i
COCCCN1C(=O)c2ccc(C(=O)OCC(=O)N3CCN(c4ccccc4)CC3)cc2C1=O
→ i, -5.8, i, i, i, i, i, i, i, i, i
COc1cccc(CNc2nc3nc(C)cc(=O)n3[nH]2)c1
→ i, -0.3, i, i, i, i, i, i, i, i, i
c1ccc(SCCOCCN2CCOCC2)cc1
→ i, -7.6, i, i, i, i, i, i, i, i, i
CCOC(=O)N1CCN(S(=O)(=O)c2c(C)nc3sccn3c2=O)CC1
→ i, -1.5, i, i, i, i, i, i, i, i, i
Cc1ccc(/C=N/Nc2ncnc3nc[nH]c23)cc1
→ i, 2.9, i, i, i, i, i, i, i, i, i
O=C(NCCO)C(F)(F)C(F)(F)C(F)(F)OC(F)(C(=O)NCCO)C(F)(F)F (configuration not stated)
→ i, -8.3, i, i, i, i, i, i, i, i, i
COc1cc(/C=C(\C#N)c2nn(CCO)c(N)c2C#N)cc(OC)c1OC
→ i, 2.5, i, i, i, i, i, i, i, i, i
Cc1ccc2c(CC(=O)NCc3ccc4c(c3)OCO4)coc2c1
→ i, 0.3, i, i, i, i, i, i, i, i, i
Cc1sc2nc(C3CC3)nc(N3CCN(C(=O)c4ccccc4F)CC3)c2c1C
→ i, 10.4, i, i, i, i, i, i, i, i, i
O=C(CSC(=S)N1CCOCC1)c1ccccc1
→ i, 2.3, i, i, i, i, i, i, i, i, i
O=S(=O)(CCn1cccc1)CCn1cccc1
→ i, -8.4, i, i, i, i, i, i, i, i, i
CC(C)(Oc1ccc(Cl)cc1)C(=O)NC1CC1
→ i, -7.3, i, i, i, i, i, i, i, i, i
Cn1nc(C(F)(F)F)cc1C(=O)O
→ i, -1.0, i, i, i, i, i, i, i, i, i
O=C(/C=C/c1ccccc1)Nc1ccc2c(c1)C(=O)NC2=O
→ i, 5.5, i, i, i, i, i, i, i, i, i

(further entries)
Results follow in this order: MrgX1 agonist, SKKanGAS inh, TRPC4 block, ANO1 block, TMEM16A act, TRPC6 act, MrgX1 PAM, TRPC6 inhibitor, TRPC4 agonist, MrgX1 antagonist, TRPC4 potent
CCOC(=O)/C=C/C(=O)OCC(=O)Nc1ccc(C)cc1
→ i, 1.2, i, i, i, i, i, i, i, i, i
COc1ccccc1NC(=O)c1cccs1
→ i, 2.6, i, i, i, i, i, i, i, i, i
COCCN(CCOC)S(=O)(=O)c1ccc(C(=O)Nc2nc(-c3ccccc3)c(C(=O)c3ccccc3)s2)cc1
→ i, 23.6, i, i, i, i, i, i, i, i, i
Cc1cccc(NS(=O)(=O)c2ccc3[nH]c(=O)cc(C(=O)OC(C)C(=O)Nc4ccc([N+](=O)[O-])cc4)c3c2)c1 (configuration not stated)
→ i, 16.6, i, i, i, i, i, i, i, i, i
CN(Cc1ccccc1)C(=O)COC(=O)C1CCN(S(=O)(=O)c2ccc(Cl)c(C(F)(F)F)c2)CC1
→ i, -0.1, i, i, i, i, i, i, i, i, i
CCOCCCNC(=O)c1ccccc1SCC
→ i, -4.0, i, i, i, i, i, i, i, i, i
O=C(NCC1CCN(c2ccc(S(=O)(=O)N3CCOCC3)cc2)CC1)Nc1ccccc1
→ i, 1.1, i, i, i, i, i, i, i, i, i
